CaV13 FRET inh: Disruptors of the CACNA1D IQ motif to Ca2+-dependent inactivation inhibitor domain association, primary screening, Förster resonance energy transfer in intact living … | HEK cells, CFP/YFP FRET ICDI-IQ, plate reader, 10 min; percent FRET-ratio fall versus neutral wells | AID 743397 | 340,000 tested, 0.098% active | inhibition, % at 12.3 µM;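 active = mean replicate inhibition of at least 30% and at least 1% of replicates passing that level; inconclusive = only one of the two criteria is met; inactive = neither criterion is met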;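 also: 0% = median of the neutral control wells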
PDI turbidity: inhibitors of human PDI, primary screen, biochemical, turbidity, single point, plate reader | Protein disulfide-isomerase (Homo sapiens), P07237 | PDI insulin aggregation turbidity, A650, 90 min | inhibition, % at 10 µM | 350,000 tested, 0.052% active | AID 588391, 2011;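 active = mean inhibition across replicates of 30% or more, whatever share of single replicates reach that level; inconclusive = mean inhibition below 30% while every single replicate reaches 30%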;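 also: absorbance from insulin aggregation driven by PDI reduction with DTT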
Vif imaging: HIV Vif self-association inhibitors, primary screen, imaging, HEK293T, single point | 340,000 tested, 0.35% active | HEK293T cells, Vif self-association by quenched fluorescence, 24 h | inhibition, % at 7.49 µM; in the data active = inhibition above about 50%, passing the limit was not always enough; inconclusive = no clear call, values can overlap the other calls; inactive = below about 31%; also: some results filed as inactive read as strong as hits
hiPSC survival: enhancers of single-cell hiPSC survival, primary screen, ATPlite luminescence. 360,000 tested, 0.044% active. 100% = ROCK inhibitor wells, 0% = DMSO. survival enhancement, % at 20 µM; in the data active = survival enhancement above about 18%;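 also: cells exposed to compounds for 16 hours before the ATP read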
Glyco luc inh: increase of ERlucT glycosylation luciferase signal, primary screen, N-linked glycosylation inhibitor project, D54 ERlucT cells, luminescence, set 2; D54 ERlucT glycosylation luciferase reporter, 24 h; percent of 100 nM tunicamycin response; reporter increase, % at 12.5 µM; 360,000 tested, 0.23% active;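 active = mean luciferase reporter signal, scaled so untreated is 0 and the glycosylation-blocking control 100, at or above a set limit in every replicate; inconclusive = mean reaches the limit but not every replicate does; inactive = mean below the limit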;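 also: luciferase carries N-glycosylation sites so blocking glycosylation raises the light; 0% = median of neutral control wells and 100% = median of 100 nM tunicamycin wells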
Cardio protect: cardioprotection against H2O2-induced cell death, primary screen, uHTS, H9c2 cells, ATPLite luminescence. H9c2 cardiomyocytes, H2O2 injury protection, 2 h. protection from H2O2 cell death, % at 20 µM. 360,000 tested, 0.63% active. AID 588492, 2011;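 active = compounds giving at least 50% protection of heart cells from peroxide-induced death in the single-dose screen, raw or plate-pattern-corrected value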;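 also: 0% = DMSO wells with peroxide and 100% = DMSO wells without peroxide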
ABCB6 inh MLPCN: ABCB6 transporter inhibitors, primary screen, K562-ABCB6 cells, flow cytometry, MLPCN library | ATP-binding cassette sub-family B member 6 (Homo sapiens), Q9NP58 | K562-ABCB6 porphyrin accumulation, 1 h; stronger effect = lower value | fluorescence ratio to DMSO, % at 10 µM | 360,000 tested, 0.19% active | AID 602162, 2011;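 active = fluorescence ratio to DMSO below 75%, the collection mean minus 3 SD; inconclusive = too few cells collected in the well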;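 also: signal is porphyrin accumulated inside mitochondria; 100% equals median channel fluorescence of DMSO control wells; lower ratio means ABCB6 inhibition with less porphyrin fluorescence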
Target sequence (Q9NP58 whole entry, looked up): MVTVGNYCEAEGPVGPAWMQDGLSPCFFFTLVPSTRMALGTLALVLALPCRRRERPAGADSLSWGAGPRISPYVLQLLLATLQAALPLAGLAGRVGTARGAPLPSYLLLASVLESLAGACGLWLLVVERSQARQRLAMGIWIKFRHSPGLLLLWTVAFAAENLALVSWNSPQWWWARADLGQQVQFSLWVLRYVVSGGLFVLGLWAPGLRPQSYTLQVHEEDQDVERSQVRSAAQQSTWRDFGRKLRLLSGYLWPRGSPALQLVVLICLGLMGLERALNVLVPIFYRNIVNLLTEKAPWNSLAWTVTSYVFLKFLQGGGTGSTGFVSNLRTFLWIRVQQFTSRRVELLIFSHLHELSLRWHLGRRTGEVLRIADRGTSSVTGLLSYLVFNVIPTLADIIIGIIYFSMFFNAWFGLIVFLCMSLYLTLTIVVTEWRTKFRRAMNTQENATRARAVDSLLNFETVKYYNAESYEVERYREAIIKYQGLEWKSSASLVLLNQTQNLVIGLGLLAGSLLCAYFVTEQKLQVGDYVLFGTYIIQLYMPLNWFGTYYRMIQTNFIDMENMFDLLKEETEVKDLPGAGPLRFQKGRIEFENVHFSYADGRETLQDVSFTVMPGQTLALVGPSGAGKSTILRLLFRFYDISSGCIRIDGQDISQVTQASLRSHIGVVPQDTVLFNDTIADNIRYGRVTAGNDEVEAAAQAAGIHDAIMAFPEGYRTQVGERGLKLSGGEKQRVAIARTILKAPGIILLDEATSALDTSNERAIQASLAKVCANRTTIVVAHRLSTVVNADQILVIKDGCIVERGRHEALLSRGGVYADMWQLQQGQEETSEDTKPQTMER
aDG glyco act: activators of alpha-DG glycosylation, primary screen, uHTS, Pro5-aDG cells, AlphaScreen | alpha-DG glycosylation AlphaScreen (IIH6); 0% Pro5, 100% B10-LARGE cell signal | activation, % at 10 µM | 360,000 tested, 0.22% active;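 active = activation of at least 8% versus controls, or a plate z-score of at least 8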;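 also: Pro5 are CHO cells carrying HIG-tagged alpha-DG that lacks glycosylation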
Granule exo inh: LAMP-1 surface exposure blockers, TALL-104 cells – cell-based, flow cytometry, MLPCN library, primary screen; TALL-104 LAMP-1 surface exposure; cells stimulated with thapsigargin and PMA; inhibition, % at 10 µM; 360,000 tested, 0.66% active;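 active = inhibition above about 55%, limit read from the data; inconclusive = no clear call, values can overlap the other calls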
HTR2A ag: mouse Htr2a agonists via beta-arrestin recruitment, primary screen, cell-based, luminescence | CHO-K1 mHTR2A beta-arrestin complementation; percent of 30 µM serotonin response | AID 624169, 2012 | 360,000 tested, 0.66% active | activation, % at 7.6 µM | 5-hydroxytryptamine receptor 2A (Mus musculus), P35363;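 active = activation above a run cutoff, the mean activation of all tested compounds plus 3 SD, cut at about 14% in these data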;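 also: 0% = plate median of compound wells and 100% = 30 µM serotonin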
An asterisk follows results filed as active; ? = inconclusive; / = no result given. Hits appear at their usual frequency. About 3.1% of those tested had a hit in this group.

SMILES	CaV13 FRET inh	PDI turbidity	Vif imaging	hiPSC survival	Glyco luc inh	Cardio protect	ABCB6 inh MLPCN	aDG glyco act	Granule exo inh	HTR2A ag
Cc1nc2c(c(-c3ccccc3)c1C#N)C(=O)c1ccccc1-2	-4	-12	1	0.8	2	22	85	-0.5	-3	1
CCOc1ccc2nc(SCC(=O)NCc3ccccc3)[nH]c2c1	-5	4	-3	1.2	0	-1	100	1.3	1	-3
S=c1[nH]nc(-c2ccncc2)n1Cc1ccco1	-8	-1	27	1.7	3	2	99	-0.4	-2	-2
CCOc1ccc(S(=O)(=O)N(C)c2ccc(OCC(=O)NCC3CCCCC3)cc2)cc1	-6	-1	-19	0.0	1	-6	96	0.3	2	-6
O=C(COc1ccc(Br)cc1CO)Nc1ccc(S(=O)(=O)N2CCCCC2)cc1	-6	7	-8	-0.4	-6	-16	94	0.1	-2	-8
O=C(NNC(=O)c1ccc(NC(=O)c2ccccc2)cc1)Nc1ccccc1	-6	-4	6	-1.0	-3	1	91	0.2	-5	1
CCc1cc(=O)oc2cc(OCC(=O)NCCCn3ccnc3)c(Cl)cc12	-15	6	2	-0.4	2	2	97	-0.1	4	-1
O=C1/C(=C\c2cccnc2)SC(=S)N1C1CCS(=O)(=O)C1 (stereo unspecified)	-5	2	4	-3.9	2	-8	97	-0.2	-1	-3
COc1ccc(OC)c2[nH]c(=O)c(CCNC(=O)CC(C)C)cc12	-6	-1	15	3.6	1	11	94	-0.3	-1	1
CCCNC(=S)N1CCC(C(=O)c2ccc(OC)cc2)CC1	-5	-5	1	3.1	0	-3	100	0.2	1	1
Cc1cc(NC(=O)COC(=O)CCS(=O)(=O)c2ccc(Cl)cc2)no1	-5	12	5	0.1	0	2	102	0.1	-9	6
O=c1[nH]c2cc3c(cc2cc1CN(Cc1nnnn1CC1CCCO1)C1CCCCC1)OCO3 (stereo unspecified)	-7	-7	12	-1.1	0	57*	95	0.3	1	-1
COc1ccc(-c2cc(NC=O)c3ncc(-c4cccc(C(=O)N(C)C)c4)n3c2)cn1	-6	5	4	-4.0	1	17	99	0.1	-10	-3
CCOCCn1c(SCC(=O)OCc2ccccc2)nc2c1c(=O)[nH]c(=O)n2C	-8	/	7	2.1	5	5	100	-0.1	-2	17*
CCOC(=O)C1(C)CCN1C(=O)c1cccc(C(F)(F)F)c1 (stereo unspecified)	-7	3	-9	4.1	1	0	108	0.1	0	5
Oc1ccccc1N1CCN(c2ncnc3scc(-c4ccc(F)cc4)c23)CC1	-6	-5	1	-0.5	-2	7	107	0.1	43	0
O=C(COC(=O)c1cccs1)NCC1CCCO1 (stereo unspecified)	/	3	-14	4.9	-1	6	95	0.0	-2	-7
Cc1ccc(NC(=O)CCNS(=O)(=O)c2ccc3[nH]c(=O)oc3c2)cc1F	-3	7	14	-0.5	4	0	103	0.3	-3	-3
COc1ccc(CCn2c(C3CCCCC3)nc3c(c(=O)c4ccccc4n3C)c2=O)cc1OC	?	17	-12	4.2	-2	18	98	0.1	-1	1
O=C(NC1CCCCC1)C(c1ccncc1)N(Cc1ccc(F)cc1)C(=O)c1ccccn1 (stereo unspecified)	-20	-53	-7	-0.3	2	1	103	0.1	-2	2

Ordered by the number under Vif imaging (high to low): 3 from the list above
molecule	Vif imaging
CCc1cc(=O)oc2cc(OCC(=O)NCCCn3ccnc3)c(Cl)cc12	2
CCCNC(=S)N1CCC(C(=O)c2ccc(OC)cc2)CC1	1
CCOc1ccc2nc(SCC(=O)NCc3ccccc3)[nH]c2c1	-3

(next part)
SMILES	CaV13 FRET inh	PDI turbidity	Vif imaging	hiPSC survival	Glyco luc inh	Cardio protect	ABCB6 inh MLPCN	aDG glyco act	Granule exo inh	HTR2A ag
O=C(CNC(=O)c1ccc(Cl)cc1)c1ccccc1	-4	-4	2	-0.3	-3	-5	89	0.1	-2	3
CCOC(=O)c1ccc(N2CN(C3CCCCC3)CNC2=S)cc1	-9	-5	-5	3.2	-1	-8	93	-0.3	0	2
COc1cccc(C(=O)NCCNC(=O)c2ccco2)c1	-4	8	5	-0.5	1	5	96	0.1	-11	-3
C/C(=N\NC(=O)C1CC1)c1ccc2c(c1)OCCO2	-6	2	-6	1.0	2	2	104	0.0	-1	1
CCCOc1cccc(C(=O)Nc2ccc(Br)cc2F)c1	-8	-6	-7	-1.3	-2	-9	97	0.1	-3	4
O=C1NC2=C(CCc3ccccc32)C(c2ccc(Br)cc2)N1 (stereo unspecified)	-4	-7	-11	0.1	6	6	102	0.4	2	0
Cc1ccc(-c2csc(NCCc3nc4cc(Cl)c(Cl)cc4n3CCCO)n2)cc1	-10	-5	/	3.7	1	-4	95	-0.3	-6	4
CCSc1nnc(-c2cccc(S(=O)(=O)N(C)C)c2)n1-c1cc(OC)ccc1OC	-8	5	/	2.7	1	6	100	-0.1	-3	-1
Cc1ccc2[nH]c3c(=O)n(CC(=O)N4CCN(C)CC4)ncc3c2c1	-6	5	-1	0.7	2	6	96	-0.1	-3	3
OCCc1ccc(NCCc2ccco2)cc1	-11	/	2	0.6	0	7	96	0.0	5	-2
COC(=O)CSc1nnc(CNC(=O)c2cccs2)n1-c1cccc(C)c1	-3	3	-1	2.0	3	4	98	-0.1	-5	1
O=C1NC(NS(=O)(=O)c2ccccc2)(C(F)(F)F)C(=O)N1Cc1cccnc1 (stereo unspecified)	-5	-3	-4	5.2	3	-1	93	-0.2	5	-4
CN(C=O)c1ccc(CSc2ccccc2)cc1	-5	10	-4	1.7	-2	-4	92	0.3	-7	1
O=C1NC2c3c(Cl)sc(Cl)c3C(=O)C2O1 (stereo unspecified)	-5	6	4	0.1	9	-17	100	0.0	-1	6
Fc1ccc2nc(Nc3nc4c(s3)CCCC4)sc2c1	-3	0	-3	-2.0	-1	-22	98	0.0	-1	3
COc1ccc(NC(=O)Cn2c(=O)oc3cc(S(=O)(=O)N4CCCC4)ccc32)c(OC)c1	-5	18	-6	-0.1	-1	-19	104	-0.1	-1	1
COc1cccc(=O)c2c(C)oc(C)c12	-5	-7	-1	1.7	1	9	102	0.0	1	-4
O=C(CN(Cc1ccco1)C(=O)c1ccc(F)cc1)Nc1ccccc1Br	-2	5	-3	-2.3	0	4	104	0.2	15	4
O=C(CCN1C(=O)c2ccccc2S1(=O)=O)N1CCN(c2ccc(F)cc2)CC1	-5	14	-8	0.0	-2	-1	101	0.1	-4	-5
Cc1ccnc(NC(=O)CCNC(=O)c2ccccc2Cl)c1	/	4	1	-0.3	-1	-1	89	0.0	1	1

Brought forward from above: three entries, followed by the next part.
SMILES	CaV13 FRET inh	PDI turbidity	Vif imaging	hiPSC survival	Glyco luc inh	Cardio protect	ABCB6 inh MLPCN	aDG glyco act	Granule exo inh	HTR2A ag
O=C(CN(Cc1ccco1)C(=O)c1ccc(F)cc1)Nc1ccccc1Br	-2	5	-3	-2.3	0	4	104	0.2	15	4
O=C(CCN1C(=O)c2ccccc2S1(=O)=O)N1CCN(c2ccc(F)cc2)CC1	-5	14	-8	0.0	-2	-1	101	0.1	-4	-5
Cc1ccnc(NC(=O)CCNC(=O)c2ccccc2Cl)c1	/	4	1	-0.3	-1	-1	89	0.0	1	1
COc1ccc(/C=N/NC(=O)CN(C)C(=O)OCc2ccccc2)cc1OC	-5	-8	23	-0.6	-1	-2	99	0.0	-12	-6
COc1ccc(S(=O)(=O)Nc2ccccc2C(=O)OC2CCCN(C)C2)cc1OC (stereo unspecified)	/	9	/	3.3	-5	-5	112	-0.2	-2	-6
COc1ccc(/C=C(/NC(=O)c2ccc(Br)cc2)C(=O)N2CCOCC2)cc1	-3	7	-7	0.3	-1	6	90	-0.2	0	-5
COc1ccccc1CNC(=O)COC(=O)c1ccc(NC(N)=O)cc1	/	-1	20	-0.6	1	10	103	0.2	9	-5
CNc1ccc(Br)cc(C(=O)/C=C/c2cc(OC)ccc2OC)c1=O	-7	7	1	-2.9	6	30	106	0.2	2	-5
CC12CC(NC(=O)N1CCc1ccccc1)c1ccccc1O2 (stereo unspecified)	-6	0	-7	-0.5	-4	-7	84	0.8	-3	4
CSc1cccc(CN2CCCC(CO)(Cc3cccc(Cl)c3)C2)c1 (stereo unspecified)	-4	-6	-2	-0.5	3	-4	99	-0.2	4	-4
Cc1ccc(C)c(S(=O)(=O)N2CCN(c3ncnc4sccc34)CC2)c1	-7	-2	/	0.2	-12	-22	98	1.2	-11	5
Oc1ccc(-n2cnnn2)cc1	-5	1	-17	1.6	0	1	102	-0.1	15	-4
Cc1ccc(NNC2CC(=O)N(c3cccc(Cl)c3)C2=O)cc1 (stereo unspecified)	-4	-7	0	-1.3	7	-6	105	-0.1	-7	2
O=c1cc(O)c2c(=O)n(-c3ccccc3)c3ccccc3c2o1	-7	11	10	2.7	-1	-9	98	-0.1	2	-3
Cc1ccc(NC(=O)COC(=O)CN2C(=O)NC(C)(C)C2=O)cc1S(=O)(=O)N1CCOCC1	-2	-7	-4	0.7	1	3	98	0.0	-3	24*
COc1ccc(C(c2c(NC(=O)c3ccccc3)sc(C)c2C)N2CCN(CCO)CC2)cc1 (stereo unspecified)	-3	1	2	0.0	2	6	103	-0.1	11	-3
COc1cc(-c2nc(CCNC(=O)c3ccco3)cs2)cc(OC)c1OC	-14	4	0	1.7	2	19	94	-0.3	-12	-3
O=C(CSc1ncccn1)N/N=C/c1ccc2c(c1)OCO2	-8	-2	12	-0.3	3	3	96	0.0	0	0
O=C(NCCc1ccc(Cl)cc1)c1cccc(S(=O)(=O)N2CCCC2)c1	-12	0	-1	3.8	1	-6	98	0.0	-3	-4
COc1c(C)cc(S(=O)(=O)N2CCCC2)c(C)c1C	-3	-3	-7	-1.3	-1	-2	102	-0.1	-5	-1
O=C(c1cnc(Cl)c(Cl)c1)N1CCN(S(=O)(=O)c2cccs2)CC1	-6	0	1	4.2	-6	2	96	0.1	-14	0
O=C(COc1ccc(Br)cc1CO)Nc1ccccc1F	-3	-2	-1	1.9	-2	0	101	0.6	-2	3
CC(C)CN1C(=O)CN(S(C)(=O)=O)CC1(C)C(=O)NCc1ccccc1 (stereo unspecified)	-14	/	/	/	/	/	/	0.0	-10	8
